Screening data from PubChem BioAssay.
Insulin prom up – insulin promoter activators in MIN6 cells, imaging, high-content screening, mouse beta cells; z-score at 5 µM; 0.3% of 190,000 active; MIN6 insulin promoter-GFP reporter; stronger effect = higher value;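 active means z-score above 3 at 5 µM with at least 500 cells counted in the well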
b-catenin transl – modulators of beta-catenin nuclear translocation, primary screen, imaging, HeLa cells, immunofluorescence, high-content | nuclear translocation activity, % at 5 µM | 0.3% of 190,000 active;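 active means nuclear translocation activity above 50% at 5 µM, with a well cell count of 50 or more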;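 further: per-cell ratio of nuclear to cytoplasmic median beta-catenin stain intensity; plate controls were DMSO negative control for no effect and GSK-3 inhibitor IX positive control for full effect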
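Test system: human HeLa cell line; Doses: 5 µM primary, 0.02–20 µM confirmation; Incubation: 24 h compound exposure, 37°C; Detection: beta-catenin immunofluorescence imaging with DAPI; Read-out: beta-catenin nuclear/cytoplasmic ratio, % activation.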
Dynein cargo inh – inhibitors of GR-EGFP nuclear translocation, primary screen, dynein cargo transport inhibitor project, imaging, high-content, 3617.4 mouse cells; test concentration mostly 20 µM; stimulated with dexamethasone, 1 µM; stronger effect = lower value; AID 1381, 2008; z-score, hits read low; 0.47% of 220,000 active;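 active means plate z-score of nuclear minus cytoplasmic receptor signal below a set negative limit, without overly bright fluorescence or cell loss, cut at about -3.5 in these data, passing the limit was not always enough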;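 further: z-score of nuclear minus cytoplasmic ring GR-EGFP intensity difference per well; some compounds called inactive have numbers as strong as hits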
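Also added – dexamethasone, 1.0 µM final · Buffer or medium – tet-free, stripped-serum medium · Schedule – induction 48 h, compound 1 h, agonist 30 min · Detection – formaldehyde fixation, Hoechst nuclear stain, 10x automated fluorescence imaging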
Yfh1-depleted yeast – enhancers of respiration in Yfh1-depleted yeast, dose response, Friedreich's ataxia, plus single-dose screen (AID 1465); S. cerevisiae Yfh1-off respiration, WST-1 reduction, 72 h; higher fold induction means a stronger effect; fold induction at 50 µM, or EC50 in µM where a hit was titrated; 0.074% of 220,000 active;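 active means fold induction of absorbance versus untreated yeast above a set limit, then at least 30% activation at any dose in follow-up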;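 further: activators that raise dye reduction in frataxin-depleted yeast; strong numbers were not always called active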
WT yeast gro inh – growth inhibition of WT strain, primary screen, mitochondrial fusion inhibitor project, WT and mutant strains, chemical genetic; mitochondrial fusion phenotypic screen; inhibition, % at 10 µM; 2.1% of 190,000 active; in the data active means inhibition above about 58%; tested in S. cerevisiae
Autophagy mod – autophagy modulators in MEF cells, primary screen, imaging, high-content, MEF GFP-LC3. MEF GFP-LC3 puncta imaging; test concentration mostly 10 µM. 0.98% of 190,000 active. calls only at 10 µM (by protocol);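 active means percentage of spot-positive cells more than 3 SD above its plate mean, without a fluorescence outlier flag or 80% toxicity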;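 further: spot-positive cell cutoff set from DMSO-treated cells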
MT stabilizer – microtubule stabilizers in HeLa cells, primary screen, imaging, high-content imaging. 0.83% of 200,000 active. % tubulin-high responders, % at 10 µM. HeLa tubulin immunostaining HCS, 24 h; share of cells brighter than vehicle mean+2SD. AID 2205, 2009;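 active means plate Z-score above 3 for both tubulin-high and condensed-nucleus cell shares, with cell loss under 80%, at 10 µM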;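 further: anti alpha tubulin signal scored within the nucleus-defined area of each cell; some results filed as inactive read as strong as hits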
human PMI inhibition – inhibitors of human PMI, primary screen, biochemical, fluorescence intensity, coupled assay (AID 1209) | inhibition, % at 20 µM, or IC50 in µM where a hit was titrated | 0.42% of 190,000 active | Mannose-6-phosphate isomerase (Homo sapiens) | purified PMI enzyme, coupled fluorescence intensity; higher % means a stronger effect;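 further: plate controls were DMSO vehicle for no effect and wells lacking substrate for full effect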
PMI inhibition – human PMI inhibitors, high substrate, primary screen, biochemical, fluorescence intensity, high mannose 6-phosphate (AID 1220); recombinant PMI enzyme, coupled fluorescence intensity; higher % means a stronger effect; inhibition, % at 20 µM; hits with a dose series show IC50 in µM; 0.66% of 190,000 active
WT yeast gro inh mutant strain – further read-out of WT yeast gro inh, marked with its call; inhibition, %; mitochondrial fusion phenotypic screen, mutant strain inhibition
Dynein cargo inh cytoplasmic EGFP – second read-out of Dynein cargo inh, no call of its own (marks repeat the call); z-score; measured here: cytoplasmic GR-EGFP intensity; stronger effect = higher value
Dynein cargo inh nuclear GR-EGFP – also measured in Dynein cargo inh; calls as there; z-score; measured here: nuclear GR-EGFP intensity;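 lower value marks the stronger effect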
Dynein cargo inh cell count – further read-out of Dynein cargo inh, marked with its call; z-score; measured here: cell count per field
Insulin prom up cell count – second read-out of Insulin prom up, no call of its own (marks repeat the call); cell count; measured here: cytotoxicity, nuclei count;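 total cells summed across four imaged fields per well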
b-catenin transl cell count 5 µM – recorded beside b-catenin transl, whose call it bears; cell count; measured here: cell count, cytotoxicity flag
MT stabilizer Hoechst-high % – recorded beside MT stabilizer, whose call it bears; % Hoechst-high responders; measured here: nuclear condensation Hoechst responders;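 share of cells brighter than vehicle mean plus two SD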
MT stabilizer cytotoxicity % – second read-out of MT stabilizer, no call of its own (marks repeat the call); toxicity, %; measured here: cytotoxicity by cell density;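 0% = mean cell density of plate MIN control wells and 100% = no cells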
Autophagy mod cell loss 18 h – further read-out of Autophagy mod, marked with its call; toxicity, %; measured here: cell loss, nuclei count;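 cell loss after 18 h compound exposure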
Active calls of the source: *; i = inactive; · = no result given. Unless noted, no stated cut-off is given here; in the data, active means inhibition above about 50%; inactive means the rest.

SMILES	Insulin prom up	Insulin prom up cell count	b-catenin transl	b-catenin transl cell count 5 µM	Dynein cargo inh	Dynein cargo inh cytoplasmic EGFP	Dynein cargo inh nuclear GR-EGFP	Dynein cargo inh cell count	Yfh1-depleted yeast	WT yeast gro inh	WT yeast gro inh mutant strain	Autophagy mod	Autophagy mod cell loss 18 h	MT stabilizer	MT stabilizer Hoechst-high %	MT stabilizer cytotoxicity %	human PMI inhibition	PMI inhibition
CCCNS(=O)(=O)c1cc(Br)cc2c1N(C(=O)CC)CC2	0.18	1373	-0.3	1057	0.46	-0.13	0.7	-0.66	i	0	12	i	-11	2.4	1.8	8.0	2%	0%
Cc1ccc[n+](CC(=O)Nc2cc(C(F)(F)F)ccc2N2CCOCC2)c1	0.41	1301	1.2	1035	0.1	-0.18	-0.012	0.53	i	-16	-29	i	-1	5.1	2.9	6.7	-29%	-44%
COc1ccc(-c2noc(-c3ccccc3C(=O)Nc3cccc(OC)c3)n2)cc1	·	·	-3.2	1034	1.9	-0.27	0.85	-1.7	i	22	5	i	-37	4.3	2.8	8.3	12%	15%
CC(C)Cn1c(N)c(C(=O)COC(=O)CN2C(=O)C3CC=CCC3C2=O)c(=O)n(C)c1=O (stereo unspecified)	-1.3	863	1.5	1017	0.29	-0.24	-0.19	0.15	i	3	18	i	6	2.2	1.7	6.1	-10%	-12%
Cc1cccc(C)c1N1C(=O)[C@@H]2C(c3ccccc3Cl)=NO[C@@H]2C1=O	0.26	1124	-1.7	1373	-0.5	-0.29	-0.46	0.46	i	·	·	·	·	·	·	·	·	·
COc1ccc(/C=C(\C#N)C(=O)NCC2CCCO2)cc1OC (stereo unspecified)	-0.01	1594	-1.8	1450	1.9	-0.2	1.8	-1.6	i	-10	4	i	3	2.4	2.0	11	6%	-2%
CCOc1ccc(-c2[nH]ncc2-c2ccc(OC)c(OC)c2)c(O)c1	-0.53	834	4.0	716	-0.35	-0.21	0.18	-0.17	i	3	6	i	49	60	20	81	4%	4%
CCC1S/C(=N/N=C/c2cccs2)NC1=O (stereo unspecified)	-0.75	1522	-1.4	1419	0.62	-0.06	0.69	-0.6	i	3	-1	i	36	1.9	0.8	2.4	-3%	4%
Cc1ccc(NC(=O)C(=O)NCc2ccncc2)cc1	0.61	1147	1.2	1092	-0.06	-0.29	0.1	0.29	i	-10	5	i	36	3.1	1.3	8.1	29%	12%
CC(C)(C)NC(=O)CCSc1nnc(-c2ccco2)o1	1.1	1136	-1.2	965	0.28	-0.2	0.23	0.33	i	4	-7	i	13	2.5	1.6	2.4	4%	18%
CCS(=O)(=O)c1ccc(O)c(NC(=O)Nc2ccccc2OC)c1	0.24	1011	1.3	1289	-1.3	-0.25	-0.0092	0.69	i	·	·	·	·	·	·	·	·	·
CC(=O)Nc1c(Cl)n(C(C)=O)c2ccccc12	0.66	1247	·	·	0.065	1	0.43	0.42	i	-27	-10	i	9	1.6	1.6	5.1	6%	2%
CC(C)c1ccccc1NC(=O)COC(=O)c1cc(=O)[nH]c(=O)[nH]1	-0.6	1488	0.1	1529	0.4	-0.29	0.71	-0.66	i	-3	-2	i	16	6.0	2.4	0.3	-6%	-6%
CCOP(=O)(OCC)C(NC(=O)Nc1ccc(Cl)c(Cl)c1)c1ccccc1 (stereo unspecified)	·	·	0.7	931	2.9	-0.15	1.3	-1.8	i	-3	-11	i	3	4.8	2.4	1.6	23%	18%
N#Cc1nc(-c2ccco2)oc1NCc1ccc(F)cc1	-1.6	961	-1.6	1169	0.081	-0.29	-0.59	-0.42	i	62*	0.7*	i	9	5.6	2.3	1.8	4%	0%
O=C(COc1ccccc1)NCC1(N2CCCCC2)CCCCC1	-1	1346	-1.5	1157	0.35	-0.31	-0.16	-0.3	i	-3	17	i	1	2.8	2.5	0.2	-16%	-14%
CCC(=O)NC(=S)Nc1ccc(NC(=O)CC)cc1	0.11	1424	0.7	980	0.67	-0.2	0.49	-1.2	i	4	8	i	12	5.0	2.4	0.6	2%	6%
COC(=O)c1nc(NC(=O)c2ccc(C(C)(C)C)cc2)n[nH]1	0.24	1473	-4.7	1086	-0.87	-0.14	-0.32	-0.14	i	14	-1	i	18	2.6	2.3	2.9	-6%	-3%
COc1ccc(C(=O)COC(=O)CCn2nnc(-c3cccs3)n2)cc1	0.81	1296	-0.4	1131	2.2	-0.24	1.3	-1.1	i	-2	5	i	3	2.8	1.4	25	2%	3%
CN(Cc1cn(C)nc1-c1cccc(Cl)c1)CC1CCCCO1 (stereo unspecified)	0.43	1561	-0.2	1057	2.7	-0.18	1.3	-1.4	i	11	3	i	19	3.9	2.1	8.6	3%	2%
CC(Nc1ccc2c(c1)OCCO2)C(=O)N1CCc2ccccc21 (stereo unspecified)	-0.46	1276	-0.1	1076	-0.56	-0.26	-0.031	-0.11	i	-9	10	i	-2	4.1	2.3	8.2	6%	11%
O=C(Nc1ccc(F)c(F)c1)c1cccnc1	-0.08	956	-0.8	1111	-0.44	0.14	-0.075	0.62	i	5	5	i	0	1.2	1.6	3.1	-6%	-1%
COCCn1cnnc1SCC(=O)Nc1cccc(S(=O)(=O)N2CCCCCC2)c1	0.27	1291	-0.3	509	0.86	-0.11	0.59	-1.3	i	-10	-8	i	-7	1.5	3.8	6.2	6%	5%
COc1ccc(CN(CCC#N)CCC2(c3ccccc3)CC(C)N(C)CC2C)cc1OC (stereo unspecified)	-0.23	1074	-0.2	1345	-0.18	-0.24	0.018	0.23	i	·	·	·	·	·	·	·	·	·
CN1CCN(S(=O)(=O)c2ccc(NC(=S)NC(=O)c3ccc(Cl)cc3)cc2)CC1	-0.73	1056	-1.1	1434	0.41	-0.22	0.95	0.55	·	22	-35	i	-29	2.4	1.1	7.8	25%	6%
Cc1ccc(N=C2C(=S)N(c3ccc(C)cc3)C(=N)N2/N=C/c2ccc(Cl)cc2)cc1	·	·	-0.7	967	0.17	-0.24	-0.041	0.42	i	25	1	i	-5	4.3	2.9	2.2	-15%	1%

7 structures from above, arranged by heavy-atom count, descending:
SMILES	Insulin prom up	Insulin prom up cell count	b-catenin transl	b-catenin transl cell count 5 µM	Dynein cargo inh	Dynein cargo inh cytoplasmic EGFP	Dynein cargo inh nuclear GR-EGFP	Dynein cargo inh cell count	Yfh1-depleted yeast	WT yeast gro inh	WT yeast gro inh mutant strain	Autophagy mod	Autophagy mod cell loss 18 h	MT stabilizer	MT stabilizer Hoechst-high %	MT stabilizer cytotoxicity %	human PMI inhibition	PMI inhibition
CC(C)Cn1c(N)c(C(=O)COC(=O)CN2C(=O)C3CC=CCC3C2=O)c(=O)n(C)c1=O (stereo unspecified)	-1.3	863	1.5	1017	0.29	-0.24	-0.19	0.15	i	3	18	i	6	2.2	1.7	6.1	-10%	-12%
CCOP(=O)(OCC)C(NC(=O)Nc1ccc(Cl)c(Cl)c1)c1ccccc1 (stereo unspecified)	·	·	0.7	931	2.9	-0.15	1.3	-1.8	i	-3	-11	i	3	4.8	2.4	1.6	23%	18%
CC(C)c1ccccc1NC(=O)COC(=O)c1cc(=O)[nH]c(=O)[nH]1	-0.6	1488	0.1	1529	0.4	-0.29	0.71	-0.66	i	-3	-2	i	16	6.0	2.4	0.3	-6%	-6%
COc1ccc(/C=C(\C#N)C(=O)NCC2CCCO2)cc1OC (stereo unspecified)	-0.01	1594	-1.8	1450	1.9	-0.2	1.8	-1.6	i	-10	4	i	3	2.4	2.0	11	6%	-2%
CCCNS(=O)(=O)c1cc(Br)cc2c1N(C(=O)CC)CC2	0.18	1373	-0.3	1057	0.46	-0.13	0.7	-0.66	i	0	12	i	-11	2.4	1.8	8.0	2%	0%
Cc1ccc(NC(=O)C(=O)NCc2ccncc2)cc1	0.61	1147	1.2	1092	-0.06	-0.29	0.1	0.29	i	-10	5	i	36	3.1	1.3	8.1	29%	12%
CCC(=O)NC(=S)Nc1ccc(NC(=O)CC)cc1	0.11	1424	0.7	980	0.67	-0.2	0.49	-1.2	i	4	8	i	12	5.0	2.4	0.6	2%	6%
